TSHR antagonist = Antagonists of the Thyroid Stimulating Hormone Receptor: HTS campaign; Thyrotropin receptor (Homo sapiens), P16473; TSHR-expressing cells, TSH-stimulated cAMP HTRF, 2 h; stronger effect = lower value; activity change, negative = inhibition, % at 11.5 µM; 330,000 tested, 0.2% active; AID 504810, 2011;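 active means activity change below a set negative limit, meaning inhibition stronger than a set level, cut at about -70% in these data; inconclusive means activity change between two set negative limits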; further: on the % scale 0 is the no-effect control and ±100 the full control effect
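Freshly harvested TSHR cells receive pin-tooled compound, then EC80 TSH at 4nM final. After 2 hours at 37 deg C, antibody in lysis buffer and cAMP-d2 are added; 30 minutes at ambient temperature precede the HTRF read.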
ELG1 repair inh = qHTS screen for small molecules that inhibit ELG1-dependent DNA repair in human embryonic kidney (HEK293T) cells expressing luciferase-tagged ELG1. 330,000 tested, 2.3% active. AID 504467, 2011. Potency, µM (highest dose often 46.1 µM), inactives show at the highest dose activity change, negative = inhibition, most hits filed as inhibitors. HEK293T ELG1-luciferase reporter, luminescence, 16 h; DNA damage induced by 5-fluorouridine; further: potency means the concentration at half of the fitted maximal effect; on the % scale 0 is the no-effect control and ±100 the full control effect; nearly all actives have a fitted effect of over 55% in size
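5-Fluorouridine DNA damage + compound/DMSO, 2,000 cells/well, 16 h, 37 °C/5% CO2. ONE-Glo, 30 min RT, luminescence. Readout = decrease in reporter signal.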
BCR signal inh = qHTS Assay to Find Inhibitors of Chronic Active B-Cell Receptor Signaling | Potency, µM (highest dose often 46.1 µM), for inactives: at the top dose ratio change, negative = lower green/red ratio, most hits filed as inhibitors | 340,000 tested, 0.05% active | ABC-DLBCL IkBa-CBG/CBR reporter, luminescence ratio, 4 h | AID 493014, 2011; active means well fitted inhibition curve with a large enough effect in the signal ratio, with a control signal flat, not every such curve was filed as active; inconclusive means small, poorly fitted or top-dose-only effect, or effect the other way, or a change in a side signal; the % refers to the signal ratio;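 further: potency means the concentration at half of the fitted maximal effect; plate controls were basal doxycycline-induced cells for no effect and cells given 10 µM MG132 for full effect; MG132 reads +100%, hits lower the ratio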
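Compounds up to 46 uM were incubated four hours with TMD8 cells whose green CBG68 luciferase is fused to IkappaBalpha; red CBR luminescence normalised the signal, and concentration-effect curves were fitted to fusion, red and ratio data.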
Tb PFK block = qHTS Assay to Find Inhibitors of T. brucei phosphofructokinase; ATP-dependent 6-phosphofructokinase (Trypanosoma brucei brucei), O15648; T. brucei PFK, ADP-Glo luminescence; Potency, µM (highest dose often 57.5 µM), for inactives: at the highest dose activity, negative = inhibition, usual class: inhibitors; 330,000 tested, 0.17% active; AID 485367, 2010;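 further: potency means the concentration at half of the fitted maximal effect; 0% = uninhibited 1x PFK enzyme wells and -100% = no-enzyme wells; nearly all actives have a fitted effect of over 60% in size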
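1.25 nM PFK with 0.5 mM F6P and 0.1 mM ATP in 0.1 M TEA pH 8.0, 5 mM MgCl2, incubated 45 min at room temperature; ADP measured by ADP-Glo luminescence; compounds titrated up to 57 uM.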
Eya2 phos inh = qHTS Assay for Inhibitors of the Phosphatase Activity of Eya2; 330,000 tested, 0.006% active; Potency, µM (highest dose often 76.9 µM), without a hit: at the highest dose activity, negative = inhibition, actives largely listed as inhibitors; recombinant Eya2, OMFP fluorescence dephosphorylation (OMFP is methylfluorescein phosphate); AID 488837, 2010; further: potency means the concentration at half of the fitted maximal effect; on the % scale 0 is the no-effect control and ±100 the full control effect
Target sequence (O00167 whole entry, looked up): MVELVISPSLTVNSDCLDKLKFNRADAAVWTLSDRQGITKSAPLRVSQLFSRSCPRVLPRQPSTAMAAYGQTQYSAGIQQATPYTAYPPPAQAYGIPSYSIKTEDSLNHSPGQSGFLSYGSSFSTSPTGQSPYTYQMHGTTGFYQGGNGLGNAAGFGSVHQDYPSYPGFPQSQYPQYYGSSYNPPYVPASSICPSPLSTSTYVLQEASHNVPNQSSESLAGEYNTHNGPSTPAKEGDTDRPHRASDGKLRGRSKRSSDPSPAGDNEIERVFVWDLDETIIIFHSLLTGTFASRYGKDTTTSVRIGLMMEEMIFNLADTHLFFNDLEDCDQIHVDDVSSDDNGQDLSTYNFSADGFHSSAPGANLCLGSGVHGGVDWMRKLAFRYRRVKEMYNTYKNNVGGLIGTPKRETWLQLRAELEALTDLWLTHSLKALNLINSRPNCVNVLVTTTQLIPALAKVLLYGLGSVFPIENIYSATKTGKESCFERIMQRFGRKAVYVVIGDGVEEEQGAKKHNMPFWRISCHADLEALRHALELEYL
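Eya2 protein (added as 0.2 uM solution) was preincubated with compound for 10 min at ambient temperature in 50 mM HEPES pH 7.5, 50 mM NaCl, 5 uM MgCl2, 0.05% BSA, 1 mM DTT. OMFP (added at 50 uM) then reacted 10 min; fluorescence read at 485/525 nm.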
uPA surface inh = qHTS for Inhibitors of Cell Surface uPA Generation. cell surface uPA generation assay, qHTS. Potency, µM (top dose mostly 38.3 µM), for the others: top-dose activity change, negative = inhibition, usual class: inhibitors. 330,000 tested, 0.31% active. AID 540303, 2011; active means well fitted inhibition curve with a large enough effect; inconclusive means small, poorly fitted or top-dose-only effect; inactive means no such curve, though single readings can be large or run the other way; tested in mouse RAW 264.7 cells; further: potency means the concentration at half of the fitted maximal effect; on the % scale 0 is the no-effect control and ±100 the full control effect; nearly all actives have a fitted effect of over 55% in size
TCR activator = Activators of T cell receptors: qHTS campaign; Potency, µM (doses to about 9.22 µM), for inactives: top-dose activation of IL-2 secretion, hits mostly activators; 330,000 tested, under 10 active; AID 504894, 2011; primary human leukocytes, anti-CD3, IL-2 HTRF, 48 h; further: % of control where 0% means no effect
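Human primary leukocytes + a-CD3 beads + cpd, 48 hr; IL-2 in supernatant by HTRF (ex 320nm / em 665nm). No co-stimulatory signal supplied.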
USP2a block = qHTS Assay for Inhibitors of Ubiquitin-specific Protease USP2a Using CHOP2 as the Reporter. Ubiquitin carboxyl-terminal hydrolase 2 (Homo sapiens), O75604. USP2 core, Ub-CHOP2 coupled fluorogenic reporter, 485/531. Potency, µM (doses to about 38.3 µM), for the others: top-dose activity change, negative = inhibition, actives largely listed as inhibitors. 330,000 tested, 0.01% active;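 further: potency means the concentration at half of the fitted maximal effect; plate controls were DMSO wells for no effect and full inhibition by NEM control for full effect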
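Cell-free coupled assay: 10nM USP2 core preincubated 30min RT with compound in Tris-HCl pH 8.0/CaCl2/CHAPS buffer, then 25nM Ub-CHOP2 and 25nM reporter substrate; fluorescence (Ex 485/Em 531) read after 60min RT, normalized to NEM inhibition, concentration-response curves fitted.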
Mito fusion act = qHTS Assay for Small Molecule Inhibitors of Mitochondrial Division or Activators of Mitochondrial Fusion; Potency, µM (top dose mostly 46.1 µM), without a hit: at the top dose growth rescue (activation), hits mostly activators; S. cerevisiae fusion-defective mutant growth rescue, CellTiterGlo 48 h; 320,000 tested, 0.23% active; AID 485298, 2010;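 further: potency means the concentration at half of the fitted maximal effect; % of control where 0% means no effect; nearly all actives have a fitted effect of over 45% in size; temperature-sensitive fusion mutants such as fzo1-1 at 37 °C on non-fermentable ethanol glycerol medium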
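Growth-rescue viability read-out: after 48 h at the non-permissive 37C in glycerol/ethanol YPEG, yeast mitochondrial fusion mutants are measured by CellTiterGlo luminescence; compounds (23 nl pinned per well) restoring growth score as division inhibitors or fusion activators.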
PTAP TSG101 blk = qHTS Assay for Iinhibitors of HIV-1 Budding by Blocking the Interaction of PTAP/TSG101; AID 493005, 2010; Potency, µM (series often up to 115 µM), for the others: top-dose activity change, negative = inhibition, usual class: inhibitors; 340,000 tested, under 10 active; Tumor susceptibility gene 101 protein (Homo sapiens), Q99816; Fluorescence polarization, FITC-PTAP peptide / Tsg101 binding; active means well fitted inhibition curve with a large enough effect in the main read-out, with a control signal flat, not every such curve was filed as active; inconclusive means small, poorly fitted or top-dose-only effect, or effect the other way, or a change in a side signal; inactive means no such curve, though single readings can be large or run the other way; further: potency means the concentration at half of the fitted maximal effect; % of control where 0% means no effect
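Fluorescence anisotropy tracks displacement of a FITC-tagged PTAP peptide (50 nM) from the Tsg101 binding domain (10 uM), following a 20 min room-temperature incubation at pH 7.5.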
B2AR arrestin = qHTS assay of beta-arrestin-biased ligands of beta2-adrenergic receptor; 330,000 tested, 0.02% active; Potency, µM (titrated, usually from 46.1 µM), for the others: at the top dose activation, usual class: activators; Beta-2 adrenergic receptor (Homo sapiens), P07550; beta-arrestin recruitment to beta2AR, cell-based reporter; AID 492947, 2010;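 further: potency means the concentration at half of the fitted maximal effect; 0% = DMSO controls and full agonism = EC100 isoproterenol or metaproterenol; nearly all actives have a fitted effect of over 65% in size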
Target sequence (P07550 whole entry, looked up): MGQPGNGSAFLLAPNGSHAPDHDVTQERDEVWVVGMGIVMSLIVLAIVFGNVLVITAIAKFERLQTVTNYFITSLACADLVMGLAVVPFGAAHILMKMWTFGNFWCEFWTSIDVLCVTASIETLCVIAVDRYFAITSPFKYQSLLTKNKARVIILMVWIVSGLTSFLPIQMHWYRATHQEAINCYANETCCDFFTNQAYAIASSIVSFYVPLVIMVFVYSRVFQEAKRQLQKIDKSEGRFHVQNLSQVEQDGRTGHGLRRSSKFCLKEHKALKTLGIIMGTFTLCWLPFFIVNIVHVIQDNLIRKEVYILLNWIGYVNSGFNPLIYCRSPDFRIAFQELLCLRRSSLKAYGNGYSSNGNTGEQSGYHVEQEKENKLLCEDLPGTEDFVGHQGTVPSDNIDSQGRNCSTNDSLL
An asterisk follows results filed as active; [ ] = remark or other dose. Unless noted, the call rests on the fitted dose curve; in most records, active means well fitted curve in the direction sought with a large enough effect; inconclusive means small, poorly fitted or top-dose-only effect, or another doubt; inactive means no such curve, though single readings can be large; an effect the other way counts as inactive or inconclusive.

`CC(C)(C)c1cc(-c2n[nH]c(=S)n2-c2ccc(Cl)cc2)n[nH]1` gave TSHR antagonist -5, ELG1 repair inh 6%, BCR signal inh 3%, Tb PFK block 3%, Eya2 phos inh -29%, uPA surface inh -5%, TCR activator -13%, USP2a block 2%, Mito fusion act 4%, PTAP TSG101 blk 1% and B2AR arrestin -0.1%.
`CCCOc1ccc(C(=O)CCCC(=O)c2ccc(OCCC)cc2)cc1` gave TSHR antagonist 22, ELG1 repair inh 0%, BCR signal inh 4%, Tb PFK block 1%, Eya2 phos inh 10%, uPA surface inh 5%, TCR activator -10%, USP2a block 1%, Mito fusion act 5%, PTAP TSG101 blk -2% and B2AR arrestin -0.3%.
COC(=O)C1CCCCN1C(=O)c1cc(COc2cccc3cccnc23)on1 (configuration not stated) was read as TSHR antagonist -2, ELG1 repair inh -4%, BCR signal inh -1%, Tb PFK block -2%, Eya2 phos inh -15%, uPA surface inh -2%, TCR activator -8%, USP2a block 0%, Mito fusion act 0%, PTAP TSG101 blk 1% and B2AR arrestin -0.6%.
O=C(CN1CCN(C(=O)c2cccs2)CC1)NC1CCCCC1 was read as TSHR antagonist 10, ELG1 repair inh -1%, BCR signal inh 3%, Tb PFK block 3%, Eya2 phos inh 8%, uPA surface inh 4%, TCR activator -5%, USP2a block 2%, Mito fusion act 5%, PTAP TSG101 blk -2% and B2AR arrestin 0.0%.
CCOC(=O)c1c(NC(=O)/C=C/c2ccc(C)o2)sc(C)c1C was read as TSHR antagonist 16, ELG1 repair inh 6%, BCR signal inh -1%, Tb PFK block -2%, Eya2 phos inh 1%, uPA surface inh 13%, TCR activator -3%, USP2a block 3%, Mito fusion act 0%, PTAP TSG101 blk -9% and B2AR arrestin -0.1%.
For O=C(N/N=C/c1ccc(OC(=O)c2ccco2)cc1)c1ccncc1 the results were TSHR antagonist -14, ELG1 repair inh 7%, BCR signal inh 4%, Tb PFK block 3%, Eya2 phos inh 4%, uPA surface inh 1%, TCR activator 3%, USP2a block 1%, Mito fusion act 4%, PTAP TSG101 blk -1% and B2AR arrestin -0.5%.
`CC1(C)Nc2ccccc2N(CCC(=O)N2CCOCC2)C1=O` gave TSHR antagonist 2, ELG1 repair inh -1%, BCR signal inh -1%, Tb PFK block 4%, Eya2 phos inh 2%, uPA surface inh 7%, TCR activator -24%, USP2a block 1%, Mito fusion act -6%, PTAP TSG101 blk 0% and B2AR arrestin 1.9%.
Screening CCCCC(C(=O)OCC)C(N)Cc1ccc(F)cc1 (configuration not stated) returned TSHR antagonist 11, ELG1 repair inh -3%, BCR signal inh -8%, Tb PFK block -6%, Eya2 phos inh -8%, uPA surface inh 8%, TCR activator -2%, USP2a block 0%, Mito fusion act -4%, PTAP TSG101 blk -4% and B2AR arrestin 4.0%.
CCOC(=O)C1CCCN(Cc2ccc(OC)cc2OC)C1 (configuration not stated) was read as TSHR antagonist -1, ELG1 repair inh 6%, BCR signal inh 6%, Tb PFK block 1%, Eya2 phos inh -7%, uPA surface inh 2%, TCR activator 4%, USP2a block 0%, Mito fusion act -1%, PTAP TSG101 blk -3% and B2AR arrestin 0.2%.
`O=C(C1CCCCC1)N1CCN(S(=O)(=O)c2cccc([N+](=O)[O-])c2)CC1` gave TSHR antagonist -14, ELG1 repair inh 1%, BCR signal inh -3%, Tb PFK block -12%, Eya2 phos inh 1%, uPA surface inh -6%, TCR activator 0%, USP2a block 4%, Mito fusion act 1%, PTAP TSG101 blk -3% and B2AR arrestin 0.3%.
`CC(C)CCN(C(=O)c1ccc(N2CCCC2=O)cc1)c1c(N)n(Cc2ccccc2)c(=O)[nH]c1=O` gave TSHR antagonist 5, ELG1 repair inh inconclusive, BCR signal inh -3%, Tb PFK block -4%, Eya2 phos inh 14%, uPA surface inh 2%, TCR activator -9%, USP2a block -5%, Mito fusion act -5%, PTAP TSG101 blk -1% and B2AR arrestin 0.1%.
For COc1ccc(/C(=N/Nc2ncnc3ccccc23)C(=O)O)cc1 the results were TSHR antagonist -2, ELG1 repair inh inconclusive, BCR signal inh -4%, Tb PFK block -4%, Eya2 phos inh 10%, uPA surface inh 1%, TCR activator -5%, USP2a block 0%, Mito fusion act -2%, PTAP TSG101 blk -6% and B2AR arrestin 2.8%.
`COc1ccc(C)cc1N(C(=O)COc1ccccc1)c1nc2ccccc2s1` gave TSHR antagonist -8, ELG1 repair inh -6%, BCR signal inh -1%, Tb PFK block -9%, Eya2 phos inh 4%, uPA surface inh 8%, TCR activator 3%[46.1 µM], USP2a block 0%, Mito fusion act 4%, PTAP TSG101 blk -1% and B2AR arrestin -0.4%.
For COc1cc(C(=O)NCC2(c3ccccc3)CCCC2)ccc1OC(C)C the results were TSHR antagonist -5, ELG1 repair inh -22%, BCR signal inh -6%, Tb PFK block 1%, Eya2 phos inh -20%, uPA surface inh 4%, TCR activator -1%, USP2a block 1%, Mito fusion act 16%, PTAP TSG101 blk -4% and B2AR arrestin 3.0%.
Cc1ccc(S(=O)(=O)N2CC(C)N(C(=O)N3CCOCC3)C2C)cc1 (configuration not stated) was read as TSHR antagonist -6, ELG1 repair inh 7%, BCR signal inh -2%, Tb PFK block -8%, Eya2 phos inh -1%, uPA surface inh 0%, TCR activator 5%, USP2a block 1%, Mito fusion act 2%, PTAP TSG101 blk -1% and B2AR arrestin 0.2%.
Screening O=c1[nH]cnc2c1sc1nc(C(F)F)cc(-c3ccccc3)c12 returned TSHR antagonist -5, ELG1 repair inh inconclusive, BCR signal inh -1%, Tb PFK block -11%, Eya2 phos inh -15%, uPA surface inh 1%, TCR activator -5%, USP2a block -1%, Mito fusion act 2%, PTAP TSG101 blk -1% and B2AR arrestin 0.0%.
For COc1ccc(CN2C(=O)c3ccccc3C(/C=N/OCc3ccc(Cl)cc3)C2=O)cc1 (configuration not stated) the results were TSHR antagonist -8, ELG1 repair inh 3%, BCR signal inh 16%, Tb PFK block -2%, Eya2 phos inh 8%, uPA surface inh 10%, TCR activator 2%, USP2a block -6%, Mito fusion act 8%, PTAP TSG101 blk 6% and B2AR arrestin -0.2%.
CC1(C)CC(=O)C2=C(C1)N(N1CCOCC1)C(N)=C(C#N)C2c1cccs1 (configuration not stated) was read as TSHR antagonist 1, ELG1 repair inh 9%, BCR signal inh 6%, Tb PFK block 1%, Eya2 phos inh 0%, uPA surface inh -3%, TCR activator -1%[46.1 µM], USP2a block 5%, Mito fusion act -3%, PTAP TSG101 blk -4% and B2AR arrestin -0.2%.
COc1ccc(-c2cc(-c3ccccc3)nc3ncnn23)cc1 was read as TSHR antagonist -10, ELG1 repair inh inconclusive, BCR signal inh inconclusive, Tb PFK block -7%, Eya2 phos inh 5%, uPA surface inh -12%, TCR activator 0%, USP2a block -1%, Mito fusion act -8%, PTAP TSG101 blk 0% and B2AR arrestin -1.1%.
COc1ccccc1NC(=O)Nc1nnc(C(C)C)s1 was read as TSHR antagonist -10, ELG1 repair inh inconclusive, BCR signal inh inconclusive, Tb PFK block 1%, Eya2 phos inh -5%, uPA surface inh 0%, TCR activator 10%[46.1 µM], USP2a block 0%, Mito fusion act 2%, PTAP TSG101 blk 0% and B2AR arrestin 8.2%.
For Cc1ccc(Nc2nc(Cl)nc(NC3CCCCC3)n2)cc1 the results were TSHR antagonist -12, ELG1 repair inh 4%, BCR signal inh inconclusive, Tb PFK block -1%, Eya2 phos inh -5%, uPA surface inh -9%, TCR activator -6%, USP2a block 0%, Mito fusion act inconclusive, PTAP TSG101 blk -2% and B2AR arrestin 0.0%.
